# EphB4 antag: EphB4-ephrin-B2 interaction antagonism; 97,000 tested, 0.15% active; EphB4 LBD / TNYL-RAW-Alexa532 peptide, fluorescence polarization; inhibition, % at 7 µM; AID 720;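 active = inhibition above the screen-wide mean inhibition plus 3 SD, cut at about 15% in these data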;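 note: 0% = DMSO wells and 100% = excess unlabeled TNYL-RAW peptide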
# E coli WT exp: growth inhibitors of E. coli BW25113 wild type. 98,000 tested, 0.15% active. OD600 absorbance. growth inhibition, % at 100 µM;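 active = growth inhibition above about 50% at one test dose, limit read from the data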;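 note: growth measured after 20 h incubation at 37 °C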
# PostGolgi yeast: growth inhibition of a yeast mutant, post-Golgi transport screen; 98,000 tested, 0.9% active; inhibition, % at 10 µM; AID 739; post-Golgi transport phenotypic cell assay; in the data active = inhibition above about 30%;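 note: yeast cells grown in 1536-well plates; yeast grown about 18 h at 30C before absorbance read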
# Numbers without * were called inactive. This is a subset. The share of hits here may be higher or lower than overall.
SMILES,EphB4 antag,E coli WT exp,PostGolgi yeast
CC(=O)NC(Cc1ccccc1)C(=O)O (stereo unspecified),5.0,-3.0,1.4

# Bioassay records as filed in PubChem BioAssay.
